AMA1-RON2 inh = inhibitors of Plasmodium falciparum AMA1-RON2 interaction. AlphaScreen AMA1-biotinylated RON2 peptide binding. Potency, µM (top dose mostly 58.2 µM), for the others: at the highest dose activity change, negative = inhibition, hits mostly inhibitors. actives 0.2% (n = 360,000). AID 720542;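 further: potency means the concentration at half of the fitted maximal effect; 0% = vehicle wells and -100% = peptide control; nearly all actives have a fitted effect of over 45% in size; some results filed as inactive show a strong effect at the top dose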
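AMA1 (3D7) with his tag at 25 nM final met compounds first, then biotinylated RON2 peptide at 25 nM; detection used donor plus acceptor beads, 10 µg/mL apiece, read by AlphaScreen after 30 min at room temperature.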
LmPK inhibitor = LmPK (Leishmania mexicana) enzyme inhibition; Q27686; purified LmPK, Kinase-Glo ATP luminescence, 1 h; Potency, µM (highest dose often 57.5 µM), for the others: at the highest dose activity change, negative = inhibition, actives largely listed as inhibitors; actives 0.37% (n = 290,000); further: potency means the concentration at half of the fitted maximal effect
Target sequence (Q27686 whole entry, looked up): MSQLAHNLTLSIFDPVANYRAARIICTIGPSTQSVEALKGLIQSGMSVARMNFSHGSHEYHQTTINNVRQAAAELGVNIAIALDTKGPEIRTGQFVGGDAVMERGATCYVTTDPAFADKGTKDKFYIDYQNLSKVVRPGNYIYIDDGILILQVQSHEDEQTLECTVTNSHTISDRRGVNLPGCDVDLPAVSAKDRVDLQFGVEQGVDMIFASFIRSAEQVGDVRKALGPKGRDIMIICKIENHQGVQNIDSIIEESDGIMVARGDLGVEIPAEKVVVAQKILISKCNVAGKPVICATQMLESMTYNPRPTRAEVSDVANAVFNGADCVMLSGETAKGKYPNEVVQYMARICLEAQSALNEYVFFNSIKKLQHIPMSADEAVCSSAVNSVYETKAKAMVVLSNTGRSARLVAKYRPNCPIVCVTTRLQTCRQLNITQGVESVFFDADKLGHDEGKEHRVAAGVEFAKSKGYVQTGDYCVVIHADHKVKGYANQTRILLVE
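Purified LmPK (0.1 nM) converted ADP (0.1 mM) to ATP with PEP (0.5 mM) in imidazole buffer pH 7.2 with KCl and MgCl2, 1 h at room temperature. ATP was read by Kinase-Glo luminescence; data normalized to uninhibited and no-enzyme controls.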
TbPYK inhibitor = blocks Trypanosoma brucei pyruvate kinase; TbPYK enzyme, Kinase-Glo Plus ATP luminescence, 45 min; Potency, µM (highest dose often 76.8 µM), for inactives: at the highest dose activity, negative = inhibition, usual class: inhibitors; actives 0.12% (n = 410,000); further: potency means the concentration at half of the fitted maximal effect; nearly all actives have a fitted effect of over 50% in size
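Activity of T. brucei pyruvate kinase was followed by Kinase-Glo Plus luminescence after the enzyme reacted 45 min at room temperature with 130 uM ADP (final) and substrate. Test compounds were added before ADP at multiple concentrations.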
HCMV inh = human cytomegalovirus inhibition | HFF cells, HCMV-luciferase reporter, 72 h; active compounds read low | activity change, negative = inhibition, % at 57.5 µM | actives 4.5% (n = 410,000); in the data active means activity change below about -60%; inconclusive means no clear call, values can overlap the other calls; inactive means above about -39%
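Cell-based, HFFs, 1000 cells/well, 16 h 37C; cpds in DMSO + HCMV-luc, MOI 1 PFU/cell; 72 h 37C; OneGlo luminescence after 5 min RT; norm. to buffer vs Salinomycin 10uM.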
AmpC detergent = blocks E. coli AmpC beta-lactamase in detergent assay. AmpC hydrolysis of nitrocefin, absorbance 480 nm, 0.01% Triton. Potency, µM (titrated, usually from 114 µM), without a hit: top-dose activity change, negative = inhibition, hits mostly inhibitors. actives 0.041% (n = 370,000). AID 485294;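 further: potency means the concentration at half of the fitted maximal effect; 0% = no-compound wells and -100% = no-enzyme wells; nearly all actives have a fitted effect of over 25% in size; some results filed as inactive show a strong effect at the top dose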
Target sequence (P00811 whole entry, looked up): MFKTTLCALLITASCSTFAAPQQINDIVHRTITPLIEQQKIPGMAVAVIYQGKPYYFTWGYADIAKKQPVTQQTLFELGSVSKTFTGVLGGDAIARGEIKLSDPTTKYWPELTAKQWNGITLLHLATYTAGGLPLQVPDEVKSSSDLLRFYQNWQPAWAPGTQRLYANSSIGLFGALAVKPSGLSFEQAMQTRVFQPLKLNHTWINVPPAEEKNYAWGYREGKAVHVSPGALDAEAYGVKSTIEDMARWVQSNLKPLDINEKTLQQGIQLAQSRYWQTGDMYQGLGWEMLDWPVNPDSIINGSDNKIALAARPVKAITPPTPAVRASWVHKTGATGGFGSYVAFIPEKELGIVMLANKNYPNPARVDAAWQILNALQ
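AmpC (5.3 nM in the dispensed reagent) in 20 mM phosphate pH 7.0 with 0.01% (detergent screen) or 0.0001% Triton X-100 was preincubated with compounds for 15 min at room temperature. Nitrocefin was then added from an 800 uM solution, and hydrolysis was followed at 480 nm.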
AmpC inh no detg = inhibitors of E. coli AmpC beta-lactamase without detergent; P00811; AmpC nitrocefin hydrolysis, absorbance 480 nm, 0.0001% Triton; Potency, µM (highest dose often 57.1 µM), without a hit: at the top dose activity change, negative = inhibition, usual class: inhibitors; actives 0.52% (n = 330,000); AID 485341;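 further: potency means the concentration at half of the fitted maximal effect; plate controls were no compound for no effect and no enzyme for full effect; nearly all actives have a fitted effect of over 20% in size; some results filed as inactive show a strong effect at the top dose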
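20 mM phosphate pH 7.0 + 0.01% (detergent screen) or 0.0001% Triton X-100; 5.3 nM AmpC reagent; cpd preinc 15 min RT; nitrocefin (800 uM stock) to start; A480 q20 s × 4 min; Activity was normalised to no-enzyme and no-compound control wells.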
Sm TGR inh = S. mansoni TGR enzyme inhibition | Potency, µM (highest dose often 114 µM), for the others: top-dose activity change, negative = inhibition, most hits filed as inhibitors | AID 485364 | purified TGR, DTNB reduction, TNB absorbance 405 nm | Q962Y6 | actives 3% (n = 360,000); further: potency means the concentration at half of the fitted maximal effect; nearly all actives have a fitted effect of over 60% in size
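First, TGR (20 nM dispensed) and NADPH were mixed with compound. Second, a 15 min room-temperature incubation followed. Third, further NADPH and then DTNB were added to start the reaction. Finally, TNB absorbance was monitored kinetically.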
* = called active by the depositor; & = joins results of further samples; [ ] = remark or other dose. Unless noted, the call rests on the fitted dose curve; in most records, active means well fitted curve in the direction sought with a large enough effect; inconclusive means small, poorly fitted or top-dose-only effect, or another doubt; inactive means no such curve, though single readings can be large; an effect the other way counts as inactive or inconclusive. Unless noted, on the % scale 0 is the no-effect control and ±100 the full control effect.

Start of the listing, in advance:
Results for Cc1ccc(-n2[nH]c(=O)c3cccnc32)cc1 ?
AMA1-RON2 inh: 6%; LmPK inhibitor: 2%; TbPYK inhibitor: 0%; HCMV inh: 26; AmpC detergent: 1%; AmpC inh no detg: -28%; Sm TGR inh: -16%

How did COC(=O)c1cn(CC(=O)N2CCCCCC2)c2ccccc12 do in these assays?
AMA1-RON2 inh: 5%; LmPK inhibitor: 3%; TbPYK inhibitor: 2%; HCMV inh: -3; AmpC detergent: -3%; AmpC inh no detg: 0%; Sm TGR inh: 5%

Results, repeating the preview:
Results for Cc1ccc(-n2[nH]c(=O)c3cccnc32)cc1 ?
AMA1-RON2 inh: 6%; LmPK inhibitor: 2%; TbPYK inhibitor: 0%; HCMV inh: 26; AmpC detergent: 1%; AmpC inh no detg: -28%; Sm TGR inh: -16%

How did COC(=O)c1cn(CC(=O)N2CCCCCC2)c2ccccc12 do in these assays?
AMA1-RON2 inh: 5%; LmPK inhibitor: 3%; TbPYK inhibitor: 2%; HCMV inh: -3; AmpC detergent: -3%; AmpC inh no detg: 0%; Sm TGR inh: 5%

How did O=C(NNC(=O)c1ccc(-n2cncn2)c([N+](=O)[O-])c1)c1ccc(Cl)cc1 do in these assays?
AMA1-RON2 inh: 21%; TbPYK inhibitor: -3%; HCMV inh: -4; AmpC detergent: 1%; AmpC inh no detg: -11%; Sm TGR inh: -20%

Results for CCCCNC(=O)C(CC)Sc1nc2ccccc2c(=O)n1CCc1ccc(OC)c(OC)c1 (stereo not given) ?
TbPYK inhibitor: 0%; HCMV inh: -2; AmpC detergent: 6%; Sm TGR inh: -1%

How did O=C(NCCCN1CCOCC1)c1ccc2c(c1)N(Cc1ccc(F)cc1)CCS2 do in these assays?
AMA1-RON2 inh: -4%; LmPK inhibitor: 1%; TbPYK inhibitor: 6%; HCMV inh: inconclusive; AmpC detergent: 1%; AmpC inh no detg: 207%[activator]; Sm TGR inh: -4%

Results for Cc1cccc(C)c1NC(=S)NCc1ccncc1 ?
AMA1-RON2 inh: 32%[activator]; LmPK inhibitor: 4%; TbPYK inhibitor: 2%; HCMV inh: -19; AmpC detergent: 3%; AmpC inh no detg: -30%; Sm TGR inh: 28µM*

Results for Cc1ccccc1-c1noc(-c2cccnc2NCc2ccco2)n1 ?
TbPYK inhibitor: -6%; HCMV inh: -33; AmpC detergent: -7%; Sm TGR inh: 0%

What do the screens show for `COc1ccc(NC(=O)CN(C)C(=O)c2ccc(OCc3ccccc3)c(OC)c2)cc1`?
AMA1-RON2 inh: 7%; TbPYK inhibitor: -6%; HCMV inh: -26; AmpC detergent: -2%; AmpC inh no detg: 41%; Sm TGR inh: 3%

How did Cc1ccc(N2C(=O)c3ccccc3C2Nc2ccccc2F)nc1 (stereo not given) do in these assays?
AMA1-RON2 inh: 4%; LmPK inhibitor: 6%; TbPYK inhibitor: 1%; HCMV inh: 52; AmpC detergent: -11%; AmpC inh no detg: 3%; Sm TGR inh: 36%[activator]

How did CC(C)(C)N(Cc1ccccc1)C(=O)CSc1ncn[nH]1 do in these assays?
AMA1-RON2 inh: -12%; LmPK inhibitor: -2%; TbPYK inhibitor: 1%; HCMV inh: -15; AmpC detergent: 3%; AmpC inh no detg: -7%; Sm TGR inh: 8%

Results for N#Cc1c(N)n(CCOC(=O)c2ccc(Cl)cc2)c2nc3ccccc3nc12 ?
AMA1-RON2 inh: 13%; LmPK inhibitor: 1%; TbPYK inhibitor: 0%; HCMV inh: -8; AmpC detergent: -3%; AmpC inh no detg: 9%; Sm TGR inh: 4%

Results for CCCCNC(=O)C1(C)CCC(=O)N1CC(F)(F)F (stereo not given) ?
AMA1-RON2 inh: 2%; TbPYK inhibitor: -1%; HCMV inh: 10

Results for CC1(C)Cc2c(sc3nnn(Cc4ccc(Cl)cc4)c(=O)c23)CO1 ?
AMA1-RON2 inh: -4%; LmPK inhibitor: 1%; TbPYK inhibitor: -8%; HCMV inh: inconclusive; AmpC detergent: 0%; AmpC inh no detg: -21%; Sm TGR inh: -1%

What do the screens show for `Cc1cc(NC(=O)/C=C/c2ccccc2)no1`?
AMA1-RON2 inh: 2%; LmPK inhibitor: -6%; TbPYK inhibitor: 15%; HCMV inh: 83; AmpC detergent: 0%; AmpC inh no detg: -12%; Sm TGR inh: 6%

How did O=C(/C=C/c1ccco1)Nc1ccc(CN2CCOCC2)cc1 do in these assays?
AMA1-RON2 inh: -5%; LmPK inhibitor: 1%; TbPYK inhibitor: 3%; HCMV inh: 38; AmpC detergent: -3%; AmpC inh no detg: -18%; Sm TGR inh: 20µM*

What do the screens show for `C[N+](C)(C)CC#CCOC(=O)Nc1cccc(Cl)c1`?
AMA1-RON2 inh: -3%; TbPYK inhibitor: -10%; HCMV inh: inconclusive

How did O=c1c2ccccc2nc(COc2ccccc2)n1/N=C/c1cc([N+](=O)[O-])ccc1O do in these assays?
AMA1-RON2 inh: -8%; LmPK inhibitor: -7%; TbPYK inhibitor: 4%; HCMV inh: -1; AmpC detergent: -3%; AmpC inh no detg: -19%; Sm TGR inh: -4%

What do the screens show for `O=S(=O)(c1ccc(-c2ccon2)s1)N1CCN(CCN2CCOCC2)CC1`?
AMA1-RON2 inh: -7%; LmPK inhibitor: 1%; TbPYK inhibitor: -2%; HCMV inh: 8; AmpC detergent: 8%; AmpC inh no detg: 63%[activator]; Sm TGR inh: -22%

Results for CC(C)(C)C(=O)Nc1nc(-c2ccc3c(c2)OCO3)cs1 ?
AMA1-RON2 inh: -8%; LmPK inhibitor: 8%; TbPYK inhibitor: 29%; HCMV inh: 114; AmpC detergent: inconclusive; AmpC inh no detg: -19%; Sm TGR inh: -16%

How did Cc1ccc(C)c(C(=O)c2c(N)c(-c3nc(-c4ccc5c(c4)OCO5)cs3)c3ccccn23)c1 do in these assays?
TbPYK inhibitor: 2%; HCMV inh: 0; AmpC detergent: 23%; Sm TGR inh: 2%

How did Cc1ccc(Cn2c(Sc3nnc(C)s3)nc3c2c(=O)[nH]c(=O)n3C)cc1 do in these assays?
AMA1-RON2 inh: 8%; LmPK inhibitor: 3%; TbPYK inhibitor: 2%; HCMV inh: 58; AmpC detergent: inconclusive; AmpC inh no detg: 0%; Sm TGR inh: 1%

How did Nc1nonc1-n1nnc(C(=O)N/N=C/c2ccccc2F)c1-c1cccs1 do in these assays?
AMA1-RON2 inh: 7%; LmPK inhibitor: -2%; TbPYK inhibitor: -2%; HCMV inh: inconclusive; AmpC detergent: inconclusive; AmpC inh no detg: -53%; Sm TGR inh: 1%

Results for Cc1c(NC(=O)c2ccc(Cl)nc2)cccc1-c1nc2cccnc2s1 ?
AMA1-RON2 inh: 9%; LmPK inhibitor: 5%; TbPYK inhibitor: 1%; HCMV inh: 0; AmpC detergent: 4%; AmpC inh no detg: -5%; Sm TGR inh: 3%

What do the screens show for `CC(C)n1cc(C(=O)N2CCCC(Nc3ccc(F)c(F)c3)C2)cn1` (stereo not given)?
AMA1-RON2 inh: 9%; LmPK inhibitor: -2%; TbPYK inhibitor: -1%; HCMV inh: -21; AmpC detergent: -13%; AmpC inh no detg: 0%; Sm TGR inh: -28%

Results for CCOc1ccc(N(CC(=O)NCc2ccc(OC)cc2)S(=O)(=O)c2c(C)[nH]c(=O)[nH]c2=O)cc1 ?
AMA1-RON2 inh: 2%; LmPK inhibitor: 5%; TbPYK inhibitor: 2%&-5%; HCMV inh: -29&5; AmpC detergent: 1%&17%; AmpC inh no detg: -20%; Sm TGR inh: 1%&-2%

How did O=c1cc2n(c(=O)[nH]1)CCC1=C2CCCC1 do in these assays?
AMA1-RON2 inh: -21%; LmPK inhibitor: 6%; TbPYK inhibitor: -4%; HCMV inh: -1; AmpC detergent: -18%; AmpC inh no detg: -17%; Sm TGR inh: -6%

What do the screens show for `COc1ccc(C(C)(O)c2nc(-c3ccc(F)cc3OC)cs2)cc1` (stereo not given)?
AMA1-RON2 inh: 0%; TbPYK inhibitor: -8%; HCMV inh: 8

How did Cc1ccc(/C=N/NC(=O)CCSc2ccccc2)cc1 do in these assays?
AMA1-RON2 inh: -9%; LmPK inhibitor: -2%; TbPYK inhibitor: 7%; HCMV inh: -19; AmpC detergent: -6%; AmpC inh no detg: -25%; Sm TGR inh: -12%

Results for O=C(O)c1ccc(N/N=C/c2ccnc3ccccc23)cc1 ?
AMA1-RON2 inh: 0%; LmPK inhibitor: -12%; TbPYK inhibitor: -2%; HCMV inh: -21; AmpC detergent: -10%; AmpC inh no detg: -9%; Sm TGR inh: -4%

Results for Cc1ccc(C(=O)CC2(O)C(=O)N(CCc3ccccc3)c3ccc(Br)cc32)cc1 (stereo not given) ?
TbPYK inhibitor: -1%; HCMV inh: -98*; AmpC detergent: -5%; Sm TGR inh: 1%

How did CCOC(=O)C1=C(C)NC(C)=C(C(=O)OCC)C1C1=COCCO1 do in these assays?
AMA1-RON2 inh: -1%; LmPK inhibitor: 2%; TbPYK inhibitor: 7%; HCMV inh: 43; AmpC detergent: -1%; AmpC inh no detg: 29%; Sm TGR inh: 5%

Results for Cn1nc(C(=O)Nc2nc3ccc(S(C)(=O)=O)cc3s2)ccc1=O ?
AMA1-RON2 inh: -2%; LmPK inhibitor: inconclusive; TbPYK inhibitor: -10%; HCMV inh: 0; AmpC detergent: 0%; AmpC inh no detg: -19%; Sm TGR inh: -4%

How did CC(C)c1ccccc1NC(=O)Nc1ccc(F)cc1F do in these assays?
AMA1-RON2 inh: inconclusive; LmPK inhibitor: 1%; TbPYK inhibitor: 6%; HCMV inh: -34; AmpC detergent: -5%; AmpC inh no detg: -40%; Sm TGR inh: 0%

What do the screens show for `CSc1ccc(C(=O)C2CCCN(Cc3cccn3-c3cccnc3)C2)cc1` (stereo not given)?
AMA1-RON2 inh: -24%; LmPK inhibitor: 3%; TbPYK inhibitor: 0%; HCMV inh: -31; AmpC detergent: 2%; AmpC inh no detg: 36%; Sm TGR inh: inconclusive

What do the screens show for `CCc1ccc(CNCc2c(C(=O)O)n(Cc3ccc(C)cc3)c3cc(C)ccc23)cc1`?
TbPYK inhibitor: -10%; HCMV inh: -94*; AmpC detergent: 3%; Sm TGR inh: -7%

Results for N#CC1(NC(=O)CSc2nnc(COc3ccccc3F)n2N)CCCCC1 ?
AMA1-RON2 inh: -20%; TbPYK inhibitor: 2%; HCMV inh: -6; AmpC detergent: -16%; AmpC inh no detg: 0%; Sm TGR inh: -6%
